Screening data (PubChem BioAssay)
HT1080 IDH1KD tx = HT-1080 IDH1 knockdown cell toxicity (counter line) | hit rate 2% among 360,000 | Potency, µM (series often up to 46.1 µM), inactives show at the top dose activity, negative = toxicity, most hits filed as cytotoxic | HT-1080 IDH1 knockdown viability, ATP luminescence, 48 h;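 note: potency is the fitted concentration of half-maximal effect; 0% = DMSO wells and -100% = cell-free medium wells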
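Viability of IDH1-knockdown HT-1080 fibrosarcoma cells was assessed by CellTiter-Glo after 48 h at 37 °C with titrated compound; concentration-effect curves were classified by fit quality and response size.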
IL-1B inflam inh = inhibitors of inflammasome signaling (IL-1 beta secretion); activity change, % at 57.5 µM; THP-1 LPS/ATP IL-1B secretion, AlphaLISA, 16 h; stronger effect = lower value; hit rate 4.7% among 360,000; in the data active = activity change below about -50%; inconclusive = mostly about -30% to -49%; note: % is set by controls: 0 for no effect and ±100 for the full control effect
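Secreted IL-1B measured by AlphaLISA bead assay after 16 h compound exposure of THP-1 cells; compounds (final up to 57.5 uM) added 1 h before LPS (250 ng/mL) and ATP (1.25 mM) stimulation; lower signal means less secretion.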
DRD3 agonist = activates the human D3 dopamine receptor. P35462. D3R DiscoveRx beta-arrestin cells, luminescence, 90 min. max activation, %. hit rate 0.58% among 410,000. AID 652048; in the data active = max activation above about 30%; note: 0% is about no effect; mostly tested at two doses, the higher about 12 µM
Target sequence (P35462 whole entry, looked up): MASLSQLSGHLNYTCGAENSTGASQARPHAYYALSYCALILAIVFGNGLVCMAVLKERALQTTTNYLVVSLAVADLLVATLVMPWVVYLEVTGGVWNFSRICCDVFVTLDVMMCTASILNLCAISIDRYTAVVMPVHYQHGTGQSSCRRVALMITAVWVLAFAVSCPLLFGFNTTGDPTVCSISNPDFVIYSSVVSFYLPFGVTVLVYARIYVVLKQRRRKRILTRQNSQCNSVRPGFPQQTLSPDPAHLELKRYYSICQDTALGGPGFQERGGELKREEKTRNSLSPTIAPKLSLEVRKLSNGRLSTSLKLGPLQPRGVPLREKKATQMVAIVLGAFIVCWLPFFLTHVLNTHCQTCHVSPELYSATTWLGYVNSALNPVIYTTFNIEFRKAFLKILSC
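Agonist-mode cell screen: cells plated at 1500/well and incubated overnight at 37 °C, then exposed to library compounds for 90 min at 37 °C. Detection reagent was added for 30–60 min at room temperature, and luminescence was read.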
SW480 rerep = DNA re-replication induction in SW480 cells; SW480 DNA re-replication, Hoechst DNA content imaging, 48 h; Potency, µM (doses to about 46.1 µM), for inactives: at the highest dose re-replication activation, most hits filed as activators; hit rate 1.8% among 340,000; note: potency is the fitted concentration of half-maximal effect; % of control where 0% means no effect; nearly all actives have a fitted effect of over 55% in size
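DNA re-replication was detected as more nuclei of elevated Hoechst intensity after 48 hr exposure to compound (23 nL pinned per well of 250 cells).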
GLP-1R agonist = agonists of human GLP-1 receptor; P43220; HEK293 GLP-1R CRE-luciferase, luminescence, 4-6 h; cells express a hypersensitive GLP-1R form; Potency, µM (titrated, usually from 45.6 µM), inactives show at the highest dose activation, hits mostly activators; hit rate 0.007% among 380,000; AID 624172; note: potency is the fitted concentration of half-maximal effect; % of control where 0% means no effect
Target sequence (P43220 whole entry, looked up): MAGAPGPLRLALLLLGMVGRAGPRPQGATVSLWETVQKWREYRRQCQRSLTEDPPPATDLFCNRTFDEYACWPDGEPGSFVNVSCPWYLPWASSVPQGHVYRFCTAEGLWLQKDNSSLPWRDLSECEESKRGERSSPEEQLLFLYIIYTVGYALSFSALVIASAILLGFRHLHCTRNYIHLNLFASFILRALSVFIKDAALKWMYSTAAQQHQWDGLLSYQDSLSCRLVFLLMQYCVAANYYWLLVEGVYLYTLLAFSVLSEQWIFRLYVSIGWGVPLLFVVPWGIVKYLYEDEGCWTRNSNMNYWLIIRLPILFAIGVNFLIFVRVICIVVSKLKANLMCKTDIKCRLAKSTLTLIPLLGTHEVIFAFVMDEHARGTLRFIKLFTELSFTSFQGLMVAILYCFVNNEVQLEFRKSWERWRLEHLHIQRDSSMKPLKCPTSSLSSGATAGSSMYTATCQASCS
DRD3 antagonist = D3 dopamine receptor (human) antagonism; hit rate 2.5% among 360,000; D3R cells, DiscoveRx beta-arrestin luminescence, antagonist mode; stronger effect = lower value; AID 652054; max response, negative = inhibition, %; in the data active = max response below about -50%; inconclusive = no clear call, values can overlap the other calls; note: % is set by controls: 0 for no effect and ±100 for the full control effect; mostly tested at two doses, the higher about 12 µM
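Cells expressing the human receptor were seeded at 1500 cells/well, incubated overnight at 37 degrees C in 5% CO2, then exposed to library compounds with dopamine controls for 90 minutes at 37 degrees C before luminescent detection.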
HT1080NT lethal = kills 2HG-producing HT-1080-NT fibrosarcoma cells; HT-1080-NT fibrosarcoma viability, CellTiter-Glo ATP luminescence, 48 h; Potency, µM (series often up to 46.1 µM), inactives show at the highest dose activity, negative = less viability, most hits filed as cytotoxic; hit rate 1.6% among 360,000; AID 686970;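 note: NT is the 2HG producing partner of a matched IDH1 knockdown line; potency is the fitted concentration of half-maximal effect; 0% = DMSO-treated cells and -100% = media-only wells without cells; nearly all actives have a fitted effect of over 55% in size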
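HT-1080-NT; 750 cells/well; 5% FBS RPMI; 48 h compound, 37 degrees C; CellTiter-Glo luminescence; curve fitting and curve-class assignment.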
KB-3-1 cytotox = KB-3-1 parental cell cytotoxicity; KB-3-1 viability, CellTiter-Glo ATP luminescence, 72 h; Potency, µM (doses to about 46.1 µM), without a hit: at the top dose activity change, negative = cytotoxic, hits mostly cytotoxic; hit rate 1.4% among 400,000; AID 1347075; note: potency is the fitted concentration of half-maximal effect; % is set by controls: 0 for no effect and ±100 for the full control effect; nearly all actives have a fitted effect of over 60% in size
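Parental KB-3-1 viability, qHTS format: 72 h compound exposure, 37 °C; CellTiter-Glo; media-only wells and DMSO plates as controls; concentration-effect fits on corrected data.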
KB-V1 MDR tox = kills drug-selected multidrug resistant KB-V1 cells. KB-V1 MDR cells viability, CellTiter-Glo, 72 h. AID 1347076. Potency, µM (top dose mostly 46.1 µM), for inactives: at the top dose activity change, negative = cytotoxicity, most hits filed as cytotoxic. hit rate 3.4% among 400,000; note: potency is the fitted concentration of half-maximal effect; % is set by controls: 0 for no effect and ±100 for the full control effect; nearly all actives have a fitted effect of over 60% in size
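Luminescent ATP read-out (CellTiter-Glo, 10 min) measures survival of drug-selected KB-V1 MDR cells after 72 h, 37 degrees C compound exposure. Medium: phenol-red-free DMEM, 10% FBS. Values from fitted concentration-response curves.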
Starred values were filed as active, the others as inactive; ? = inconclusive; · = no result given; & = joins results of further samples; [ ] = another dose, or the depositor's remark. Unless noted, calls come from the whole dose curve; as a rule, active = well fitted curve in the direction sought with a large enough effect; inconclusive = small, poorly fitted or top-dose-only effect, or another doubt; inactive = no such curve, though single readings can be large; an effect the other way counts as inactive or inconclusive.

| mol | HT1080 IDH1KD tx | IL-1B inflam inh | DRD3 agonist | SW480 rerep | GLP-1R agonist | DRD3 antagonist | HT1080NT lethal | KB-3-1 cytotox | KB-V1 MDR tox |
| --- | --- | --- | --- | --- | --- | --- | --- | --- | --- |
| CCc1nnc(NC(=O)Cc2ccc(OCc3c(C)noc3C)cc2)s1 | 6% | -3 | 6 | 6% | 0% | 44 | 7% | -17% | 0% |
| COc1ccc2c(c1OC)C(=O)N1c3cccc(Cl)c3C(=O)OC21 (stereo not drawn) | 18% | -9 | -7 | 0.65µM* | -6% | -22 | 11% | -2% | -15% |
| Cc1ccccc1C(C(=O)NCc1ccccc1)N(Cc1ccco1)C(=O)c1ccccn1 (stereo not drawn) | 9% | -15 | 2 | -3% | -8% | -9 | -9% | -12% | ? |
| CNC(=O)C12CCC(C)(c3nc4cc(C)c(C)cc4nc31)C2(C)C (stereo not drawn) | 4% | 15 | -5 | 0% | 9% | 10 | -2% | ? | 20% |
| CN1c2ccccc2C(C)(C)C12C=Nc1c(ccc3ccccc13)O2 (stereo not drawn) | -11% | -58* | 3 | 2% | -3% | 16 | 5% | -4% | -10% |
| Cc1ccc(C2N(c3ccccc3)C(=S)N3CCCN23)cc1 (stereo not drawn) | -5% | -8 | -1 | 17% | -2% | ? | 0% | 0% | 0% |
| COc1ccc(NC(=O)N2c3ccc(OC)cc3C(C)=CC2(C)C)cc1 | -4% | -1 | -1 | -58%[inhibitor] | -4% | -3 | -3% | -3% | ? |
| CC(NC(=O)C1CCCN1S(=O)(=O)c1cccc2nsnc12)c1ccccc1 (stereo not drawn) | 8% | 10 | -3 | 4% | -2% | 3 | -1% | -26% | ? |
| CN(Cc1ccccc1)C(=O)COC(=O)c1ccccc1Nc1ccccc1 | 9% | -5 | -19 | 1% | 11% | -1 | 13% | 1% | -9% |
| CCOC(=O)C(NC(=O)CC)(Nc1ccc(S(=O)(=O)Nc2cc(C)on2)cc1)C(F)(F)F (stereo not drawn) | 7% | 20 | 2 | -2% | -4% | -15 | 16% | 9% | 14% |
| Cc1cccc(C)c1NC(=O)C1C(c2ccc3c(c2)OCO3)=Nc2ccccc2N1C(=O)c1ccccc1 (stereo not drawn) | -1% | -23 | -5 | · | · | 0 | -3% | -5% | -8% |
| Cc1ccc(N2CCN(C(=O)CNS(=O)(=O)c3ccc(Br)s3)CC2C)cc1 (stereo not drawn) | 0% | ? | 8 | -6% | -6% | 41 | 4% | ? | 2.3µM* |
| CCNC(=S)NNC(=O)C1CCN(Cc2ccccc2)CC1 | 27% | -13 | -13 | -2% | 4% | -27 | 17% | 0% | -14% |
| Cc1nc2ccc(NC(=O)c3cc(Cl)ccn3)cc2s1 | 13% | -4 | 0 | -2% | 8% | -1 | 20% | 15% | 9% |
| Cc1ccc(S(=O)(=O)N2CCC(C(=O)NNC(=O)c3ccncc3)CC2)cc1 | 0% | 2 | 5 | 0% | 7% | 10 | -2% | 9% | 3% |
| N#CC(C#N)=C1C=CC=CN1/C(=C\c1ccco1)C(=O)c1ccc(-c2ccccc2)cc1 | ? | -67* | -11 | · | -26% | -92* | ? | 0% | -16% |
| COC(=O)C1ON2OC(C(=O)OC)C(C(=O)OC)C2C1CC(C)=O (stereo not drawn) | -4% | -10 | -1 | -3% | -1% | -26 | -6% | 1% | -4% |
| Cc1ccc(CN2CCNC(=O)C2CC(=O)O)o1 (stereo not drawn) | -1% | -8 | -1 | 3% | -3% | 3 | -1% | 0% | -2% |
| N/N=C1\CCCc2c1[nH]c1ccc([N+](=O)[O-])cc21 | 7% | 6 | 1 | ? | 4% | -2 | 11% | ? | 4.6µM* |
| CCOC(=O)C1(C)CCN1C(=O)c1ccc(C(C)(C)C)cc1 (stereo not drawn) | 10% | 3 | -7 | · | -5% | -4 | 0% | 0% | 0% |
| CC1COc2ccccc2N1C(=O)c1ccc(Cl)cc1 (stereo not drawn) | 6% | 16 | 4 | -3% | 0% | -5 | 2% | 13% | 3% |
| COc1ccccc1NC(=O)c1sc2nc(-c3ccco3)ccc2c1N | -23% | 1 | 4 | 29% | -3% | 7 | -19% | 14% | -24% |
| C=CCNc1oc(-c2cccc3ccccc23)nc1C#N | 2% | -19 | -1 | ? | 10% | 14 | -5% | 4% | -19% |
| CC(C)c1ccc(N(C(=O)CNC(=O)c2ccco2)C(C(=O)NC2CCCC2)c2ccncc2)cc1 (stereo not drawn) | -1% | -12 | -3 | -3% | 11% | -18 | -4% | ? | -26% |
| COC(=O)C1=CN(c2ccc(OC)cc2)C(N)=C(C#N)C1c1cccc2ccccc12 (stereo not drawn) | ? | 16 | 3 | · | · | -4 | ? | 18µM* | ? |
| CCCCSc1nc(O)cc(=O)n1CC | -5% | 44 | -2 | -6% | -1% | -3 | 4% | -5% | 16% |
| Cc1ccc(C2=NN(CC(=O)O)C(=O)CC2)cc1 | 11% | 14 | 5 | -11% | 0% | 4 | 8% | 5% | -6% |
| Cc1ccc([C@H]2C[C@H](n3cc(C4CC4)nn3)[C@@H](O)CN2C(=O)C2CCCCC2)cc1 | -1% | -16 | 2 | · | -3% | 5 | 4% | 29% | 0% |
| COc1ccc(C(=O)NCCn2cc(SCC(=O)NCC3CCCO3)c3ccccc32)cc1OC (stereo not drawn) | 2% | 3 | 2 | -5% | 15% | 3 | 1% | -6% | -11% |
| CCN(CC)S(=O)(=O)c1ccc(C(=O)N=c2sc3cccc(OC)c3n2C)cc1 | · | · | -10 | · | 0% | · | · | -2% | ? |

More records follow.
| mol | HT1080 IDH1KD tx | IL-1B inflam inh | DRD3 agonist | SW480 rerep | GLP-1R agonist | DRD3 antagonist | HT1080NT lethal | KB-3-1 cytotox | KB-V1 MDR tox |
| --- | --- | --- | --- | --- | --- | --- | --- | --- | --- |
| CC(C)NCC(=O)C12CC3CC(CC(C3)C1)C2 | 1% | -4 | 0 | -3% | 6% | 1 | -4% | 4% | 9% |
| CCOC(=O)Cn1c(=O)oc2cc(S(=O)(=O)N3CCN(C(=O)OCC)CC3)ccc21 | 13% | 7 | 2 | 12% | 1% | -11 | 15% | 8% | 11% |
| Cc1onc(-c2c(F)cccc2Cl)c1C(=O)NCCO | 5% | 16 | 1 | -5% | -1% | 1 | 18% | 4% | 0% |
| CCn1c(=O)c2cc(C(=O)NCc3cccs3)sc2c2ccccc21 | 14% | -14 | 1 | -2% | -4% | 3 | 8% | 3% | 6% |
| Cc1cccc(NC(=S)N2CCC(C(=O)c3ccc(F)cc3)CC2)c1 | 3% | -26 | -12 | ? | 6% | -2 | 0% | -11% | -16% |
| COc1ccc(C2c3[nH]c4ccccc4c3CCN2CCCn2cccn2)c(F)c1 (stereo not drawn) | -20% | -7 | -7 | ? | 16% | -3 | -19% | -15% | ? |
| COc1cc([N+](=O)[O-])cc(/C=N/N(CCC#N)C(C)=O)c1O | ? | -4 | -12 | 5.8µM* | 3% | -59* | ? | 0% | 0% |
| Cc1ccc(N2CC(C(=O)NCCS(=O)(=O)N3CCN(c4ccccc4)CC3)CC2=O)cc1C (stereo not drawn) | 13% | -5 | 6&1 | 1% | -4% | 4 | 7% | -3% | ? |
| CC(=O)c1ccc(OCc2cc(C(=O)N(C)CCN3CCOCC3)no2)cc1 | 6% | 8 | -1 | ? | -1% | -14 | 2% | -12% | -7% |
| O=C(NNc1ccc(Cl)cc1)c1cccs1 | 6.5µM* | 5 | -1 | 29% | 6% | -25 | 4.6µM* | -26% | 9% |

Of the compounds above, these contain an aryl methoxy group:
| mol | HT1080 IDH1KD tx | IL-1B inflam inh | DRD3 agonist | SW480 rerep | GLP-1R agonist | DRD3 antagonist | HT1080NT lethal | KB-3-1 cytotox | KB-V1 MDR tox |
| --- | --- | --- | --- | --- | --- | --- | --- | --- | --- |
| COc1ccc2c(c1OC)C(=O)N1c3cccc(Cl)c3C(=O)OC21 (stereo not drawn) | 18% | -9 | -7 | 0.65µM* | -6% | -22 | 11% | -2% | -15% |
| COc1ccc(NC(=O)N2c3ccc(OC)cc3C(C)=CC2(C)C)cc1 | -4% | -1 | -1 | -58%[inhibitor] | -4% | -3 | -3% | -3% | ? |
| COc1ccccc1NC(=O)c1sc2nc(-c3ccco3)ccc2c1N | -23% | 1 | 4 | 29% | -3% | 7 | -19% | 14% | -24% |
| COC(=O)C1=CN(c2ccc(OC)cc2)C(N)=C(C#N)C1c1cccc2ccccc12 (stereo not drawn) | ? | 16 | 3 | · | · | -4 | ? | 18µM* | ? |
| COc1ccc(C(=O)NCCn2cc(SCC(=O)NCC3CCCO3)c3ccccc32)cc1OC (stereo not drawn) | 2% | 3 | 2 | -5% | 15% | 3 | 1% | -6% | -11% |
| CCN(CC)S(=O)(=O)c1ccc(C(=O)N=c2sc3cccc(OC)c3n2C)cc1 | · | · | -10 | · | 0% | · | · | -2% | ? |
| COc1ccc(C2c3[nH]c4ccccc4c3CCN2CCCn2cccn2)c(F)c1 (stereo not drawn) | -20% | -7 | -7 | ? | 16% | -3 | -19% | -15% | ? |
| COc1cc([N+](=O)[O-])cc(/C=N/N(CCC#N)C(C)=O)c1O | ? | -4 | -12 | 5.8µM* | 3% | -59* | ? | 0% | 0% |

Laid out differently: entries from further up.
Below each compound – HT1080 IDH1KD tx	IL-1B inflam inh	DRD3 agonist	SW480 rerep	GLP-1R agonist	DRD3 antagonist	HT1080NT lethal	KB-3-1 cytotox	KB-V1 MDR tox
CC(C)NCC(=O)C12CC3CC(CC(C3)C1)C2
    1%	-4	0	-3%	6%	1	-4%	4%	9%
CCOC(=O)Cn1c(=O)oc2cc(S(=O)(=O)N3CCN(C(=O)OCC)CC3)ccc21
    13%	7	2	12%	1%	-11	15%	8%	11%
